High-throughput results deposited in PubChem by National Center for Advancing Translational Sciences (NCATS).
HepG2 viability: HepG2 cytotoxicity, counter-screen for TGF-b inhibitors; HepG2 CAGA-GFP viability, ATP luminescence, 18 h; Potency, µM (doses to about 46.1 µM), for inactives: top-dose activity change, negative = cytotoxicity, most hits filed as cytotoxic; 0.76% of 410,000 active; AID 588856; also: potency is read from the fitted curve at half-maximal effect; some results filed as inactive show a strong effect at the top dose
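CellTiter-Glo luminescence gave cytotoxicity after 18 hours at 37 degrees C. The cells were HepG2 CAGA-GFP in 1% FBS DMEM, stimulated with 500 pg/mL TGF-beta after compound addition. %Activity was normalised to no-cell wells (complete cell-killing) and DMSO (no toxicity), and curves were fitted and classified.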
Nrf2 activator: activators of Nrf2 (ARE) signaling. AREc32 ARE-luciferase reporter (MCF7-derived line), luminescence, 24 h. Potency, µM (doses to about 46.1 µM), for inactives: at the top dose activation, actives largely listed as activators. 0.31% of 410,000 active. AID 624171; also: potency is read from the fitted curve at half-maximal effect; % of control where 0% means no effect; nearly all actives have a fitted effect of over 65% in size
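AREc32 cells carrying an ARE-driven firefly luciferase reporter were seeded at 1000 cells/well in OPTI-MEM with 5% FBS, then exposed to compound for 24 hr at 37 deg C. Luminescence was read with Steady-Glo after 30 min at RT.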
TGFb SMAD3 inh: TGF-b pathway inhibition. HepG2 CAGA-GFP TGF-b/SMAD3 reporter, GFP fluorescence, 18 h; TGF-beta stimulated, 500 pg/mL final. Potency, µM (highest dose often 46.1 µM), inactives show at the top dose activity, negative = inhibition, usual class: inhibitors. 1.2% of 410,000 active. AID 588855; also: potency is read from the fitted curve at half-maximal effect; % is scaled to controls: 0 for no effect and ±100 for the full control effect; nearly all actives have a fitted effect of over 65% in size
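HEPG2 CAGA-GFP, 1000 cells/well; 2 h settle, 37 C; cpd via pin tool; TGF-b 500 pg/mL final; 18 h, 37 C; GFP imaging ex488/em500-530; %Activity normalised to -TGF-b and +DMSO controls; CRC fit, curve class.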
CCT chaperon mod: changes cytosolic chaperonin activity | purified chaperonin ATPase assay, HTRF ADP detection, 30 min | activity change, % (concentration not given with the values), hits read low | 0.3% of 360,000 active | AID 651819; in the data active = activity change below about -30%; also: % is scaled to controls: 0 for no effect and ±100 for the full control effect
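Nucleotide hydrolysis assay: TRiC at 20–40 nM final (set by batch activity) with 10 uM ATP, 30 min at 37 °C, in presence of 76 uM compound. Detection by competitive ADP HTRF, 30 min ambient.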
Akt phos inh: Akt phosphorylation inhibition. Neuro2A IGF-stimulated pAkt S473 HTRF, 20 min; active compounds read low. activity change, % for hits at 50 µM. 0.32% of 360,000 active. AID 651550; in the data active = activity change below about -80%; inconclusive = mostly about -51% to -80%; also: % is scaled to controls: 0 for no effect and ±100 for the full control effect
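Single-point screen (50 µM final compound) in Neuro2A cells stimulated 20 min with 6 nM IGF at 37 deg C. After lysis, Ser473-phosphorylated Akt read by HTRF (ex 330 nm, em 615/665 nm) as the 665/615 ratio.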
Abeta rescue: restores growth of yeast expressing A-beta42 peptide. 0.063% of 410,000 active. Potency, µM (highest dose often 46.1 µM), for inactives: at the top dose growth rescue, most hits filed as activators. yeast expressing A-beta42, growth rescue, OD600, 48 h; response scale: 0% DMSO, 100% iron-clioquinol control; also: potency is read from the fitted curve at half-maximal effect; nearly all actives have a fitted effect of over 55% in size
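Growth rescue measured by 600 nm absorbance after 48 h yeast culture at 30 C with compound. Values normalized between DMSO and an equimolar ferric chloride plus clioquinol control.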
Mm-Cpn inhibitor: M. maripaludis TRiC chaperonin inhibition; 0.031% of 330,000 active; Potency, µM (series often up to 76.9 µM), without a hit: at the highest dose activity, negative = inhibition, usual class: inhibitors; purified Mm-Cpn ATPase, ADP Transcreener TR-FRET; also: potency is read from the fitted curve at half-maximal effect; % is scaled to controls: 0 for no effect and ±100 for the full control effect; nearly all actives have a fitted effect of over 80% in size
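Reaction buffer contained 30 mM Tris pH 7.4, 100 mM KCl, 5 mM MgCl2 and 1 mM DTT. Mm-CPN (25 nM final) hydrolysed 10 uM ATP over 30 min at 37°C; ADP was read by HTRF.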
A549 viability: A549 cytotoxicity, counter-screen for Nrf2 inhibitors; A549 ARE-Fluc cells, CellTiter-Fluor viability, 18-24 h; 0.16% of 390,000 active; Potency, µM (top dose mostly 46 µM), inactives show at the highest dose activity change, negative = cytotoxicity, most hits filed as inhibitors; also: potency is read from the fitted curve at half-maximal effect; % is scaled to controls: 0 for no effect and ±100 for the full control effect
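A549 ARE_Fluc cells in 5% FBS OPTI-MEM were exposed to compounds in concentration-response for 18-24 h at 37 deg C. Viability was read by CellTiter-Fluor fluorescence (Ex 405/Em 525) after 30 min, before the luciferase read.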
Nrf2 inh: Nrf2 pathway inhibition; A549 ARE-Fluc reporter, luciferase luminescence, 18-24 h; Potency, µM (doses to about 46 µM), for the others: at the highest dose activity change, negative = inhibition, usual class: inhibitors; 2.1% of 360,000 active; AID 504444; also: potency is read from the fitted curve at half-maximal effect; % is scaled to controls: 0 for no effect and ±100 for the full control effect; nearly all actives have a fitted effect of over 60% in size
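Nrf2 activity is the BugLite luminescence, read 15 min after reagent at room temperature, following CellTiter-Fluor cytotoxicity readout (30 min, 37C). Compound titrations were applied for 18-24 h to 5000 A549 ARE_Fluc cells/well in 5% FBS OPTI-MEM.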
The depositor's hits bear a star; i = inactive; ? = inconclusive; / = not tested or not shown; & = joins results of further samples; [ ] = another dose, or the depositor's remark. Unless noted, calls follow the shape of the dose curve; as a rule, active = well fitted curve in the direction sought with a large enough effect; inconclusive = small, poorly fitted or top-dose-only effect, or another doubt; inactive = no such curve, though single readings can be large; an effect the other way counts as inactive or inconclusive. Compounds were not picked by outcome, and some 4.3% of all compounds hit somewhere here.

SMILES | HepG2 viability | Nrf2 activator | TGFb SMAD3 inh | CCT chaperon mod | Akt phos inh | Abeta rescue | Mm-Cpn inhibitor | A549 viability | Nrf2 inh
Cc1ccc(N2CCC3CC2c2cc(-c4ccc(C(F)(F)F)cc4)ccc23)cc1 (stereo unspecified) | 0% | 0.2% | 13% | 1.7 | i | 16% | / | / | /
CC(=O)c1ccc(S(=O)(=O)Nc2ccc(C(=O)NCC(c3cccs3)N3CCOCC3)cc2)cc1 (stereo unspecified) | 4% | -0.6% | -9% | 1.1 | i | 4% | 0% | -4% | 12%
Cc1cc(C)cc(NC(=O)/C=C/c2ccc([N+](=O)[O-])s2)c1 | -3% | ? | 4% | -0.1 | i | 4% | -1% | -6% | 16%
OCCC1CN(CCCn2cccn2)CCN1Cc1ccccc1 (stereo unspecified) | -6% | 0.2% | -3% | 0.5 | i | -4% | 1% | 10% | -1%
CCCCOc1cc(CC2CNC(=O)N2)ccc1OC (stereo unspecified) | -9% | -0.3% | 18% | -0.1 | i | -31% | / | -7% | 1%
Cn1cccc1-c1cc(C(=O)N/N=C/c2ccccc2Cl)[nH]n1 | -4% | 1.5% | -6% | 0.4 | i | -5% | -1% | -5% | -1%
CN1CCN(c2nnc(-c3cccs3)c3ccccc23)CC1 | -3% | 6.0% | -13% | -2.8 | i | 6% | -3% | -7% | 7%
CCOC(=O)c1ccc(NC(=O)CN2C(=O)CN(C(C)=O)C2=S)cc1 | -1% | -0.9% | -4% | -0.7 | i | -2% | 1% | 3% | 3%
Cc1noc(C)c1S(=O)(=O)NC(=O)C1(C)CCN1C(=O)C1(c2ccc(Cl)cc2)CCC1 (stereo unspecified) | 6% | 0.5% | -4% | -1.1 | i | -5% | / | / | /
COc1ccccc1Cn1c(CNS(=O)(=O)c2c(C)cc(C)cc2C)nc2cccnc21 | -28% | 3.7% | ? | / | / | 5% | / | -20% | /
COc1ccc(N(CC(=O)N2c3ccccc3CC2C)S(=O)(=O)c2c(C)nn(C)c2C)cc1 (stereo unspecified) | -2% | -0.6% | 6% | 0.3 | i | 7% | -2% | 12% | 3%
CC(C)Nc1nc(NCCOc2ccccc2)c2sccc2n1 | -26% | -0.2% | ? | 0.0 | i | -11% | / | / | /
CCCn1c(SCC(=O)N2CCOCC2)nnc1-c1ccncc1 | 1% | -0.5% | 18% | -2.0 | i | 5% | 0% | -8% | -12%
COc1ccc(CNS(=O)(=O)c2ccc3c(c2)N(C(C)=O)CC(C)S3)cc1 (stereo unspecified) | -19% | 1.1% | -25% | -0.6 | i | -16% | -5% | -6% | ?
COc1ccc2c(c1)CC(C(=O)Nc1c(C)cc(C)cc1C)CO2 (stereo unspecified) | 4% | -0.6% | -16% | / | / | -8% | / | -2% | /
O=C(c1ccco1)N1CCN(S(=O)(=O)c2cccc([N+](=O)[O-])c2)CC1 | 0% | 0.0% | -2% | -1.3 | i | -14% | 2% | 0% | -2%
O=C(NCC1CCCO1)C1CC(=O)N(C2CCCCCC2)C1 (stereo unspecified) | 2% | -0.8% | -1% | -0.3 | i | 7% | 1% | -3% | 10%
Cc1ccc(C)c(NC(=O)CCc2nnc3ccc(NCc4ccco4)nn23)c1 | 0% | 6.4% | -5% | 0.6 | i | 0% | -3% | 24% | 2%
Cc1cc(C(=O)CSc2nnc(Cc3ccccc3)o2)c(C)n1Cc1ccc2c(c1)OCO2 | -22% | 0.0% | -11% | 1.1 | i | 5% | -16% | -2% | ?
Cc1ccc(S(=O)(=O)NCc2ccccc2)cc1C(=O)NCC(C)(C)N1CCOCC1 | -15% | 0.2% | -9% | 0.0 | i | -6% | 1% | -9% | ?
CCOC(=O)c1c(CN2CCC(C)CC2)oc2ccc(OC)cc12 | -3% | 3.5% | 2% | 1.8 | i | 7% | -2% | -4% | 0%
COc1ccc(-n2c3nc4ccccc4nc3c3c(=N)oc(C)nc32)cc1 | -13% | 2.7% | 1% | -1.3 | i | -23% | -3% | -21% | -24%
Cc1noc(C)c1C(=O)N1CCC(C(=O)c2ccccc2)CC1 | 17% | -0.3% | -7% | 1.5 | i | 3% | 3% | 1% | -2%
Cc1occc1C(=O)NNC1=CC(=O)CC(C)(C)C1 | -5% | -0.6% | -1% | 0.4 | i | 13% | -1% | 0% | -18%
CC1=C(C(=O)OCc2ccccc2)C(c2ccccc2OC(F)F)NC(=O)N1 (stereo unspecified) | -15% | 2.6% | ? | -3.5 | i | -21% | 0% | -8% | 23µM*
(list continues)
SMILES | HepG2 viability | Nrf2 activator | TGFb SMAD3 inh | CCT chaperon mod | Akt phos inh | Abeta rescue | Mm-Cpn inhibitor | A549 viability | Nrf2 inh
CC(=O)c1c(COC(=O)c2ccco2)nc2ccccc2[n+]1[O-] | 5% | 19% | 0% | -0.7 | i | 16% | 0% | 0% | /
COC/C=C/C1=CC2=CC(=O)C(C)(OC(=O)c3cnc4ccccc4n3)C(=O)C2=CN1C(CO)CO (stereo unspecified) | 6% | -1.0% | 0% | -1.1 | i | -5% | -2% | -11% | 6%
O=c1[nH]c2ccccc2cc1CN(Cc1cccnc1)S(=O)(=O)c1ccc([N+](=O)[O-])cc1 | -11% | -1.2% | -19% | -1.6 | i | / | -8% | -7% | 1%
CC(C)(Cc1ccc(O)cc1)NC(=O)SCc1ccccc1 | -4% | -0.3% | ? | 1.2 | i | 3% | -2% | 0% | 0%
Cc1ccc2nc(N3CCN(c4cccc(Cl)c4)CC3)c(-n3nc(C)cc3C)nc2c1 | 1% | 0.0% | -10% | / | / | -8% | / | -3% | 11%
Cc1cccc(C(=O)NCC(=O)Nc2ccncc2)c1 | -20% | 0.0% | -14% | -1.0 | i | 11% | -1% | -4% | ?
Cc1c[n+]([O-])ccc1[N+](=O)[O-] | 6% | 1.9% | 8% | -2.1 | i | 10% | / | -3% | -11%
COc1ccc([C@H]2CC(=O)C=C(c3ccc4cc[nH]c4c3)C2)cc1 | 1% | 2.4% | -29% | -0.2 | i | 1% | -28% | -1% | 24%
NC(=O)CC(NC(=O)c1cccc(Br)c1)c1ccc(N2CCN(c3ccc(F)cc3)CC2)c([N+](=O)[O-])c1 (stereo unspecified) | -16% | 0.7% | -32% | -3.7 | i | -11% | 1% | -2% | -15%
CCOC(=O)c1sc(NC(=O)C2CC(=O)N(c3ccc(OCC)cc3)C2)nc1C (stereo unspecified) | -1% | 0.4% | 0% | -1.6 | i | 13% | -3% | 0% | -5%
C[N+]1(CCn2ccc3ccccc32)CCCCC1 | -15% | -0.7% | 18% | -0.1 | i | -1% | 0% | 6% | ?
CCOC(=O)c1ccc(N2C(=O)C(O)=C(C(C)=O)C2c2ccccn2)cc1 (stereo unspecified) | -1% | -0.4% | 32%[activator] | -3.1 | i | -2% | -3% | 8% | 11%
COc1cccc(NC(=O)Cn2c(=O)n(CC(=O)NCCc3ccccc3)c(=O)c3sccc32)c1 | -2% | 0.9% | -2% | / | / | -13% | / | -10% | 3%
CCOc1ccc(N2C(=O)C3C(c4ccccc4F)NN(C(=O)c4ccc(C)cc4)C3C2=O)cc1 (stereo unspecified) | -1% | -1.1% | 6% | 1.1 | i | -23% | -2% | 19% | 4%
COc1ccc(NC(=O)CN2C(=O)COc3ccc(S(=O)(=O)N4CCOCC4)cc32)cc1Cl | 5%&7% | -0.1%&4.0% | 11%&0% | -0.5 | i | -7%&-26% | 0% | -1%&3% | 3%&9%

Part of the list above, with tabs:
SMILES	HepG2 viability	Nrf2 activator	TGFb SMAD3 inh	CCT chaperon mod	Akt phos inh	Abeta rescue	Mm-Cpn inhibitor	A549 viability	Nrf2 inh
COc1ccc([C@H]2CC(=O)C=C(c3ccc4cc[nH]c4c3)C2)cc1	1%	2.4%	-29%	-0.2	i	1%	-28%	-1%	24%
NC(=O)CC(NC(=O)c1cccc(Br)c1)c1ccc(N2CCN(c3ccc(F)cc3)CC2)c([N+](=O)[O-])c1 (stereo unspecified)	-16%	0.7%	-32%	-3.7	i	-11%	1%	-2%	-15%
CCOC(=O)c1sc(NC(=O)C2CC(=O)N(c3ccc(OCC)cc3)C2)nc1C (stereo unspecified)	-1%	0.4%	0%	-1.6	i	13%	-3%	0%	-5%
C[N+]1(CCn2ccc3ccccc32)CCCCC1	-15%	-0.7%	18%	-0.1	i	-1%	0%	6%	?
CCOC(=O)c1ccc(N2C(=O)C(O)=C(C(C)=O)C2c2ccccn2)cc1 (stereo unspecified)	-1%	-0.4%	32%[activator]	-3.1	i	-2%	-3%	8%	11%
COc1cccc(NC(=O)Cn2c(=O)n(CC(=O)NCCc3ccccc3)c(=O)c3sccc32)c1	-2%	0.9%	-2%	/	/	-13%	/	-10%	3%
CCOc1ccc(N2C(=O)C3C(c4ccccc4F)NN(C(=O)c4ccc(C)cc4)C3C2=O)cc1 (stereo unspecified)	-1%	-1.1%	6%	1.1	i	-23%	-2%	19%	4%
COc1ccc(NC(=O)CN2C(=O)COc3ccc(S(=O)(=O)N4CCOCC4)cc32)cc1Cl	5%&7%	-0.1%&4.0%	11%&0%	-0.5	i	-7%&-26%	0%	-1%&3%	3%&9%
